# MCF10A rerep = A quantitative high throughput screen for small molecules that induce DNA re-replication in MCF 10a normal breast cells; MCF 10A DNA re-replication, Hoechst nuclear intensity, 48 h; Potency, µM (highest dose often 46.1 µM), inactives show at the top dose activity, positive = re-replication, most hits filed as activators; hit rate 2.9% among 350,000; AID 624296, 2012; note: potency is the fitted concentration of half-maximal effect; % of control where 0% means no effect; nearly all actives have a fitted effect of over 50% in size
# WRN inhibitor = qHTS for Inhibitors of WRN Helicase; Bifunctional 3'-5' exonuclease/ATP-dependent helicase WRN (Homo sapiens), Q14191; WRN helicase unwinding, fluorescent forked duplex, kinetic; Potency, µM (titrated, usually from 114 µM), for the others: top-dose activity change, negative = inhibition, usual class: inhibitors; hit rate 0.46% among 360,000; note: potency is the fitted concentration of half-maximal effect; % is set by controls: 0 for no effect and ±100 for the full control effect; nearly all actives have a fitted effect of over 55% in size
# Target sequence (Q14191 whole entry, looked up): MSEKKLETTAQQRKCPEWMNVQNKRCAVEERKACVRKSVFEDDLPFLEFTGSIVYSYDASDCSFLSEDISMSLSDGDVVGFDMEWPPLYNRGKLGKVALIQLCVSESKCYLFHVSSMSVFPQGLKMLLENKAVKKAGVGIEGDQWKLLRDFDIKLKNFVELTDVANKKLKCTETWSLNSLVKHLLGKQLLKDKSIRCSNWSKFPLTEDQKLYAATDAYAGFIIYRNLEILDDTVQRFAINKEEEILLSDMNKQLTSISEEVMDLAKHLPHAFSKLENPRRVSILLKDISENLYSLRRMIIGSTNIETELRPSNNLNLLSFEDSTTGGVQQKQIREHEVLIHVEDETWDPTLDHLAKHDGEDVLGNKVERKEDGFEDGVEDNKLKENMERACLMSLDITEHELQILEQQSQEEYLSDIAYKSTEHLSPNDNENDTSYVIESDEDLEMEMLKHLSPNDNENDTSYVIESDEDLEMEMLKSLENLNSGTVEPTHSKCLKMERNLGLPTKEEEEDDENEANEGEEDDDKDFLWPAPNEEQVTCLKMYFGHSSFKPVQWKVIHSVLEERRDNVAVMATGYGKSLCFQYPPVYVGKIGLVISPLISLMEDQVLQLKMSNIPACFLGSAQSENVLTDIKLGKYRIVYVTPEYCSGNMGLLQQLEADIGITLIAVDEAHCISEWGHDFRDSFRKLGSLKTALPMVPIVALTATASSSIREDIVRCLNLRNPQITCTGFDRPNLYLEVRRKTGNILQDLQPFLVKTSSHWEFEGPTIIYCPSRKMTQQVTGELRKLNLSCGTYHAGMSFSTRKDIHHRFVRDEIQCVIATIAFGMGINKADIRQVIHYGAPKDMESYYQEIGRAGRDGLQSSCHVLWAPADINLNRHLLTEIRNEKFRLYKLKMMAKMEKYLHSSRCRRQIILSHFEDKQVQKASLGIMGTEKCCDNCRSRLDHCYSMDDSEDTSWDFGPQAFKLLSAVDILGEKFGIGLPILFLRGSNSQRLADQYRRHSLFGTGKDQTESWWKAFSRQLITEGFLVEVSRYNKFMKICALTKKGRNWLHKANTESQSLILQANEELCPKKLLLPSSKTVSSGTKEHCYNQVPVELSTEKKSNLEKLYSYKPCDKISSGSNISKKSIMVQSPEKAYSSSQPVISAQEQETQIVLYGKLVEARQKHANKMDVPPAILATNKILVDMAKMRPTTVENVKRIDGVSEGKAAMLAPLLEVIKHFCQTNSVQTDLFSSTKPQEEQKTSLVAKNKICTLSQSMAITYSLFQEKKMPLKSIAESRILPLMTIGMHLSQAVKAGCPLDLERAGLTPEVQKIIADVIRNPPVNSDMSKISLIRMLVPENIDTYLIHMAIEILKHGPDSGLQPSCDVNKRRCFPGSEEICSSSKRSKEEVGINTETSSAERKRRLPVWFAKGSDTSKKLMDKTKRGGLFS
#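 Screening of the MLSMR collection measured strand separation of a quenched forked DNA duplex (100 nM) by 20 nM WRN with 2 mM ATP, all final. Compounds were preincubated with enzyme 15 min at room temperature.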
# KB-V1 cytotox = qHTS assay for MDR1-selective chemotherapeutics: Primary screen using the drug-selected MDR subline cells KB-V1. Potency, µM (series often up to 46.1 µM), inactives show at the top dose activity change, negative = cytotoxicity, usual class: cytotoxic. KB-V1 MDR cells viability, CellTiter-Glo, 72 h. AID 1347076, 2019. hit rate 3.4% among 400,000; note: potency is the fitted concentration of half-maximal effect; % is set by controls: 0 for no effect and ±100 for the full control effect; nearly all actives have a fitted effect of over 60% in size
#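 Cytotoxicity via CellTiter-Glo luminescence after 72 h compound exposure at 37 degrees C. Cells: drug-selected KB-V1 line, DMEM phenol-red free plus 10% FBS. Compounds tested at multiple concentrations; normalized data fitted to concentration-effect curves.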
# KB-3-1 tox = qHTS assay for MDR1-selective chemotherapeutics: Primary screen using the parental adenocarcinoma cell KB-3-1 | KB-3-1 viability, CellTiter-Glo ATP luminescence, 72 h | AID 1347075, 2019 | Potency, µM (top dose mostly 46.1 µM), inactives show at the highest dose activity change, negative = cytotoxic, usual class: cytotoxic | hit rate 1.4% among 400,000; note: potency is the fitted concentration of half-maximal effect; % is set by controls: 0 for no effect and ±100 for the full control effect; nearly all actives have a fitted effect of over 60% in size
#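 Luminescent ATP read-out (CellTiter-Glo) measures survival of drug-naive KB-3-1 cells after 72 h compound exposure at 37 °C. Titration series was screened from lowest to highest concentration, with DMSO vehicle plates as background controls.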
# IL1B secr inh = qHTS for Inhibitors of Inflammasome Signaling: IL-1-beta AlphaLISA Primary Screen. hit rate 4.7% among 360,000. activity change, % at 57.5 µM. AID 743279, 2014. THP-1 LPS/ATP IL-1B secretion, AlphaLISA, 16 h; active compounds read low; in the data active = activity change below about -50%; inconclusive = mostly about -30% to -49%; note: % is set by controls: 0 for no effect and ±100 for the full control effect
#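 THP-1 cells pretreated 1 hr with compounds (up to 57.5 uM final), then stimulated with LPS (250 ng/mL final) plus ATP (1.25 mM final); secreted IL-1B measured by AlphaLISA after 16 hr, decreased signal indicating inhibition.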
# ATXN2 expr inh = Primary qHTS for Inhibitors of ATXN expression; HEK-293 ATXN2-luciferase reporter, luminescence, 24 h; Potency, µM (highest dose often 57 µM), for the others: top-dose activity change, negative = inhibition, usual class: inhibitors; AID 1745845, 2022; hit rate 0.72% among 360,000; note: potency is the fitted concentration of half-maximal effect; % is set by controls: 0 for no effect and ±100 for the full control effect; nearly all actives have a fitted effect of over 55% in size
#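 qHTS (up to 57 uM final) was run with 24 h compound exposure of reporter cells at 37 °C. Each well was multiplexed: SteadyGlo luminescence measured ATXN2-luciferase expression after a fluorogenic Gly-Phe-AFC viability readout (25 uM final).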
# HT1080-NT tox = qHTS for induction of synthetic lethality in tumor cells producing 2HG: qHTS for the HT-1080-NT fibrosarcoma cell line; HT-1080-NT fibrosarcoma viability, CellTiter-Glo ATP luminescence, 48 h; Potency, µM (series often up to 46.1 µM), for inactives: at the highest dose activity, negative = less viability, usual class: cytotoxic; hit rate 1.6% among 360,000; AID 686970, 2013;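 note: NT is the 2HG producing partner of a matched IDH1 knockdown line; potency is the fitted concentration of half-maximal effect; 0% = DMSO-treated cells and -100% = media-only wells without cells; nearly all actives have a fitted effect of over 55% in size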
#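 HT-1080-NT; 750 cells/well; 5% FBS RPMI; 48 h compound, 37 degrees C; CellTiter-Glo luminescence; curve fitting and curve-class assignment.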
# HT1080 IDH1KD tx = qHTS for induction of synthetic lethality in tumor cells producing 2HG: qHTS for the HT-1080-IDH1KD cell line | hit rate 2% among 360,000 | HT-1080 IDH1 knockdown viability, ATP luminescence, 48 h | Potency, µM (doses to about 46.1 µM), inactives show at the highest dose activity, negative = toxicity, most hits filed as cytotoxic | AID 686971, 2013;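 note: potency is the fitted concentration of half-maximal effect; 0% = DMSO wells and -100% = cell-free medium wells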
#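 Cytotoxicity counter-line: IDH1KD HT-1080, 48 h, CellTiter-Glo. Curves classed by r2, magnitude and activity.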
# SW480 rereplic = A quantitative high throughput screen for small molecules that induce DNA re-replication in SW480 colon adenocarcinoma cells; SW480 DNA re-replication, Hoechst DNA content imaging, 48 h; Potency, µM (top dose mostly 46.1 µM), for the others: top-dose re-replication activation, usual class: activators; hit rate 1.8% among 340,000; note: potency is the fitted concentration of half-maximal effect; % of control where 0% means no effect; nearly all actives have a fitted effect of over 55% in size
#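 DNA re-replication was detected as more nuclei of elevated Hoechst intensity after 48 hr exposure to compound (23 nL pinned per well of 250 cells).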
# * hit, by the source's call; ? = inconclusive; nt = no result given; & = joins results of further samples; [ ] = another dose, or the depositor's remark. Unless noted, calls come from the whole dose curve; as a rule, active = well fitted curve in the direction sought with a large enough effect; inconclusive = small, poorly fitted or top-dose-only effect, or another doubt; inactive = no such curve, though single readings can be large; an effect the other way counts as inactive or inconclusive.
SMILES,MCF10A rerep,WRN inhibitor,KB-V1 cytotox,KB-3-1 tox,IL1B secr inh,ATXN2 expr inh,HT1080-NT tox,HT1080 IDH1KD tx,SW480 rereplic
Cc1onc(-c2ccccc2Cl)c1C(=O)N(C)CC(=O)Nc1ccc(F)c(F)c1F,?,-2%,-25%,-6%,4,3%,3%,1%,0%
COc1ccccc1CNC(=O)COC(=O)c1ccc(Cl)nc1,0%,-9%,28%,4%,15,-8%,7%,19%,-7%
CNc1nc(C23CC4CC(CC(C4)C2)C3)cs1,?,-3%,8%,?,53,-15%,-1%,-20%,13%
COc1ccc(NC(=O)CSCc2cc(=O)n3nc(C4CC4)sc3n2)cc1,-3%,1%,?,-2%,-5,nt,1%,9%,-2%
CC1(C(=O)Nc2ccc3c(c2)OCO3)CCN1Cc1csc2ccccc12 (stereo unspecified),nt,5%,?,-28%,?,0%,-30%,?,nt
O=C(O)CCCC(=O)N1N=C(c2ccccc2)CC1c1ccc2nccnc2c1 (stereo unspecified),3%,-7%,23%,-2%,5,13%,12%,24%,0%
CC(C)(CO)NS(=O)(=O)c1ccc2c(c1)C(=O)c1cc(S(=O)(=O)NC(C)(C)CO)ccc1-2,-2%,-7%,0%,4%,5,-6%,0%,-3%,-6%
CN(C(=O)COC(=O)CN1C(=O)c2ccccc2C1=O)c1c(N)n(Cc2ccccc2)c(=O)[nH]c1=O,-3%,8%,4%,10%,15,1%,19%,18%,-3%
COc1cc(/C=C/C(=O)O)ccc1S(=O)(=O)N1CCCc2ccccc21,-2%,-6%,12%,1%,10,-3%,-8%,-7%,-2%
Cc1cc(C)c2nc(-c3ccccn3)cc(C(=O)NCc3ccc(S(N)(=O)=O)cc3)c2c1,13µM*,-6%,0%,-22%,112,-60%,nt,nt,-2%
NCCNc1ccc([N+](=O)[O-])c(NC2CC2)c1,-11%,-2%,-22%,25%,0,-38%,-6%,-2%,3%
O=C(CNC(=O)c1ccccc1)NCC(=O)OCC(=O)c1ccc(F)cc1,-10%,0%,0%,0%,17,4%,8%,7%,-3%
CC(C)C(NS(=O)(=O)c1ccccc1)C(=O)NC1CCCC1 (stereo unspecified),0%,4%,-40%,?,20,3%,5%,6%,0%
CC(C)(C)n1nnnc1C(c1ccncc1)N(Cc1ccccc1)Cc1ccco1 (stereo unspecified),-2%,-9%,?,?,?,2%,-3%,0%,2%[9.22 µM]
CC(=O)Nc1ccc(C(=O)N(C)c2ccccc2)cc1,3%,-2%,24%,4%,23,4%,1%,15%,0%
O=C1C(=O)N(CCN2CCOCC2)C(c2cccnc2)/C1=C(/O)c1ccc(Cl)cc1 (stereo unspecified),21%,5%,9%,-4%,15,20%,10%,11%,-10%
Cc1ccnc(NS(=O)(=O)c2ccc(NS(=O)(=O)c3cc(Cl)ccc3Cl)cc2)n1,0%,-5%,0%,0%,-6,-10%,-2%,3%,-4%
Cc1cc(Cl)ccc1OCCCC(=O)NCCN1C(=O)S/C(=C\c2cccnc2)C1=O,25%,1%,?,-1%,-54*,34%,-28%,?,-5%
CCOC(=O)N1CCC(N2C(=O)c3ccc(C(=O)NCc4ccco4)cc3C2=O)CC1,-16%,8%,-12%,3%,14,8%,-2%,2%,-2%
CC1(C)CC(=O)C(N=Nc2cccc([N+](=O)[O-])c2)=C(O)C1,39%,1%,15%,2%,0,1%,-8%,-2%,?
CC[C@@H](C)[C@@H]1CN([C@@H](C)CN2CCC[C@H]2CN2C(N)=NC[C@@H]2Cc2ccccc2)C(=N)N1CCCC1CCCC1,-11%,-9%,-4%,1%,-63*,-6%,-3%,0%,-9%
O=C(CSc1nnc(COc2cccc3cccnc23)o1)N1CCc2ccccc21,1%,2%[57.1 µM],-2%,6%,20,-29%,2.2µM*,1.3µM*,-2%
COc1ccccc1NC(=O)COc1ccc(Br)cc1CNCCCN1CCOCC1,?,-4%,-2%,10%,-15,-16%,-1%,-6%,?
C[C@H](CO)N1C[C@H](C)[C@@H](CN(C)C(=O)Nc2ccc(C(F)(F)F)cc2)Oc2c(NC(=O)NC3CCCCC3)cccc2C1=O,3.3µM*,-6%,50%,?,?,?,-25%,-22%,-46%[inhibitor]
Cc1ccc(S(=O)(=O)Oc2ccc(C3C4=C(CCCC4=O)OC4=C3C(=O)CCC4)cc2)cc1,-1%,-9%,?,2%,31,-12%,2%,4%,-5%
CCCNC(=O)c1ccc(COc2ccc(Cl)cc2)o1,-9%,-8%,25%,-4%,?,-6%,4%,0%,-49%[inhibitor]
CCCCn1nnc(N(C(=O)c2cccs2)C(=O)c2cccs2)n1,17%,1%,-5%,3%,2,nt,5%,1%,6%
COc1ccc(NC(=O)CC(C)(C)C)c([N+](=O)[O-])c1,5%,3%,26%,-1%,0,5%,-3%[9.24 µM],4%,-1%
CC1CCN(C(=O)CCCOc2cc(=O)n(C)c3ccccc23)CC1,15%,5%,?,-1%,8,74%[activator],-2%,-2%,-16%
O=[N+]([O-])c1ccc(N2CCN(c3ccccc3F)CC2)c(S(=O)(=O)N2CCOCC2)c1,-2%,0%,7.3µM*,11%,-8,-5%,-7%,0%,-6%

# A second format for part of the listing above.
SMILES: CCCNC(=O)c1ccc(COc2ccc(Cl)cc2)o1
- MCF10A rerep: -9%
- WRN inhibitor: -8%
- KB-V1 cytotox: 25%
- KB-3-1 tox: -4%
- IL1B secr inh: ?
- ATXN2 expr inh: -6%
- HT1080-NT tox: 4%
- HT1080 IDH1KD tx: 0%
- SW480 rereplic: -49%[inhibitor]

SMILES: Cc1cc(Cl)ccc1OCCCC(=O)NCCN1C(=O)S/C(=C\c2cccnc2)C1=O
- MCF10A rerep: 25%
- WRN inhibitor: 1%
- KB-V1 cytotox: ?
- KB-3-1 tox: -1%
- IL1B secr inh: -54*
- ATXN2 expr inh: 34%
- HT1080-NT tox: -28%
- HT1080 IDH1KD tx: ?
- SW480 rereplic: -5%

# Next structures follow.
SMILES,MCF10A rerep,WRN inhibitor,KB-V1 cytotox,KB-3-1 tox,IL1B secr inh,ATXN2 expr inh,HT1080-NT tox,HT1080 IDH1KD tx,SW480 rereplic
CN1CCN(c2ccc(NC(=O)c3cccc(OCc4ccccc4)c3)cc2)CC1,0%,-25%[57.1 µM],-24%,-2%,0,3%,21µM*,18µM*,?
CCCCNC(=O)CN1C(=O)COc2ccc(S(=O)(=O)N3CCCCCC3)cc21,-3%,1%,-18%&-12%,0%&-11%,16,8%,-11%,2%,-11%
CCN(CC)C(=O)Cn1cc(S(=O)(=O)CC(=O)Nc2ccccc2F)c2ccccc21,2%,0%,-23%,16%,-3,4%,1%,-2%,13%
c1ccc(-c2nc3c4ccccc4ccn3c2CN2CCCCC2)cc1,?,4%,-8%,0%,-71*,31%[activator],4%,0%,3%
CCCCn1c(N(CCOC(C)=O)C(C)=O)nc2ccccc21,-3%,0%,-5%,-3%,-3,1%,1%,-1%,-12%
Cc1onc(-c2c(F)cccc2Cl)c1C(=O)N(C)C1CCCCC1,-18%,1%,2%,4%,36,4%,12%,21%,-12%
Cc1ccc(N=Nc2ccc(O)cc2)c(Br)c1,27%,-5%,-25%,?,-86*,89%[activator],-24%,?,0%
CCOc1ccccc1CN1CCN(CC2=Cc3cc(OC)ccc3OC2)CC1CCO (stereo unspecified),10%,3%,?,?,-6,nt,0%,-4%,-4%
O=C(Nc1nc2ccccc2[nH]1)c1cccc(Cl)c1,-4%,-1%,-26%,0%,-3,nt,-4%,-7%,-3%
COc1ccc(/C=C/C(=O)NCc2cnn(C)c2C)cc1COc1ccc(Br)cc1,?,-12%,15µM*,-14%,?,?,-22%,?,-2%

# Filtered by structure, the compounds so far containing an aryl methoxy group.
SMILES,MCF10A rerep,WRN inhibitor,KB-V1 cytotox,KB-3-1 tox,IL1B secr inh,ATXN2 expr inh,HT1080-NT tox,HT1080 IDH1KD tx,SW480 rereplic
COc1ccccc1CNC(=O)COC(=O)c1ccc(Cl)nc1,0%,-9%,28%,4%,15,-8%,7%,19%,-7%
COc1ccc(NC(=O)CSCc2cc(=O)n3nc(C4CC4)sc3n2)cc1,-3%,1%,?,-2%,-5,nt,1%,9%,-2%
COc1cc(/C=C/C(=O)O)ccc1S(=O)(=O)N1CCCc2ccccc21,-2%,-6%,12%,1%,10,-3%,-8%,-7%,-2%
COc1ccccc1NC(=O)COc1ccc(Br)cc1CNCCCN1CCOCC1,?,-4%,-2%,10%,-15,-16%,-1%,-6%,?
COc1ccc(NC(=O)CC(C)(C)C)c([N+](=O)[O-])c1,5%,3%,26%,-1%,0,5%,-3%[9.24 µM],4%,-1%
CCOc1ccccc1CN1CCN(CC2=Cc3cc(OC)ccc3OC2)CC1CCO (stereo unspecified),10%,3%,?,?,-6,nt,0%,-4%,-4%
COc1ccc(/C=C/C(=O)NCc2cnn(C)c2C)cc1COc1ccc(Br)cc1,?,-12%,15µM*,-14%,?,?,-22%,?,-2%

# Bioassay records (PubChem)
